Assay outcomes deposited in PubChem by The Scripps Research Institute Molecular Screening Center.
PAFAH1B2 FP inh – PAFAH1B2 enzyme inhibitors, primary screen, biochemical, fluorescence polarization, human; Platelet-activating factor acetylhydrolase IB subunit alpha2 (Homo sapiens), P68402; recombinant PAFAH1B2, FP-rhodamine activity probe; inhibition, % at 3.39 µM; actives 1.2% (n = 340,000); AID 492953, 2010;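 active = inhibition above the mean of all tested compounds plus 3 SD, cut at about 24% in these data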;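 also: 0% = enzyme with DMSO and 100% = wells lacking PAFAH1B2; many of its hits are not listed in these tables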
Target sequence (P68402 whole entry, looked up): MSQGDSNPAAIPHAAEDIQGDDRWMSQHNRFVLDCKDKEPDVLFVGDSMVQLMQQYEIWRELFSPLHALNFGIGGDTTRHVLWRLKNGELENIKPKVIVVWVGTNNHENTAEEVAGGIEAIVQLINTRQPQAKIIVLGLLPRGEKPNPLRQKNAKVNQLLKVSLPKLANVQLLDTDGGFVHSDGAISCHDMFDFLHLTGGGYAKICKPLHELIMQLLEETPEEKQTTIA
GSTO1 inh – inhibitors of recombinant GSTO1, primary screen, counter-screen for RBBP9 inhibitor project, biochemical, fluorescence polarization | Glutathione S-transferase omega-1 (Homo sapiens), P78417 | activity-based probe fluorescence polarization | inhibition, % at 5.96 µM | actives 1.1% (n = 300,000) | AID 1974, 2009;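 active = inhibition above the campaign mean inhibition plus 3 SD, cut at about 35% in these data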;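 also: 0% = GSTO1-1 with DMSO and 100% = wells lacking GSTO1-1 enzyme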
Fam108B counter – mouse Fam108B serine hydrolase inhibitors, primary screen, counter-screen for RBBP9 inhibitor project, biochemical, fluorescence polarization; recombinant Fam108B, FP-Rh probe fluorescence polarization; inhibition, % at 9.51 µM; actives 0.33% (n = 300,000);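 active = inhibition above the screen mean inhibition plus 3 SD, computed separately per campaign, cut at about 18% in these data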;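 also: inhibitors lower polarization as less probe binds the enzyme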
LYPLA1 inh – LYPLA1 inhibitors, primary screen, counter-screen for PME1 inhibitor project, biochemical, fluorescence polarization, FP-Rh probe ABPP. AID 2174, 2009. actives 0.16% (n = 320,000). recombinant LYPLA1. Acyl-protein thioesterase 1 (Homo sapiens), O75608. inhibition, % at 5.9 µM;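 active = inhibition above the mean of all tested compounds plus 3 SD, set per campaign, cut at about 14% in these data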;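 also: inhibitors block serine hydrolase probe labeling of LYPLA1 so polarization falls; 0% = enzyme with DMSO and 100% = wells lacking LYPLA1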
Target sequence (O75608 whole entry, looked up): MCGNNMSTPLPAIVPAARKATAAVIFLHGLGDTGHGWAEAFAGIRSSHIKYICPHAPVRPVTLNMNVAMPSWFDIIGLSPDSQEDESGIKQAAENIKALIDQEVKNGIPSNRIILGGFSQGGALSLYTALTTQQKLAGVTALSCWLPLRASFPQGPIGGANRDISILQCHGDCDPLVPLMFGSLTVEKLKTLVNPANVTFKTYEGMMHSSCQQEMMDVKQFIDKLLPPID
PAD4 inh – human PAD4 inhibitors, primary screen, biochemical, fluorescence polarization, 1536-well format; Protein-arginine deiminase type-4 (Homo sapiens), Q9UM07; recombinant PAD4, RCA probe fluorescence polarization; inhibition, % at 6.36 µM; actives 0.41% (n = 330,000);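 active = percent inhibition above a cutoff equal to the mean of all tested compounds plus 3 SD, cut at about 15% in these data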;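 also: 0% = PAD4 with RCA probe and DMSO and 100% = probe without PAD4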
PME-1 primary – PME-1 inhibitors via competitive probe labeling, primary screen, biochemical, fluorescence polarization, FP-Rh probe, HTS; AID 2130, 2009; recombinant PME-1; inhibition, % at 5.9 µM; Protein phosphatase methylesterase 1 (Homo sapiens), Q9Y570; actives 0.53% (n = 320,000);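 active = inhibition above the campaign mean of all compounds plus 3 SD, cut at about 26% in these data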;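 also: competitive labeling of PME-1 active site by serine hydrolase directed probe; 0% = PME-1 with DMSO and 100% = wells lacking PME-1 enzyme; inhibitors block probe labeling so polarization falls and inhibition rises; many of its hits are not listed in these tables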
Target sequence (Q9Y570 whole entry, looked up): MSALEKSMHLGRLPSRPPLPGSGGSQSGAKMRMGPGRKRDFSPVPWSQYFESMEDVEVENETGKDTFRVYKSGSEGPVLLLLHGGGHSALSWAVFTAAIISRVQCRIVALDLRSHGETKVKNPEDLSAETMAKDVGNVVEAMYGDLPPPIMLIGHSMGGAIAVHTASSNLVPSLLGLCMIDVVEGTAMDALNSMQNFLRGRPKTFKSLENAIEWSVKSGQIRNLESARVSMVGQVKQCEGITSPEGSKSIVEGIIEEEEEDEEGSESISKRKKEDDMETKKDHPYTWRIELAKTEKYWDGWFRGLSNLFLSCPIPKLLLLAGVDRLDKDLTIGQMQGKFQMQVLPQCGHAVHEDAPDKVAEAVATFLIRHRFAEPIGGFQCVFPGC
PAFAH2 inh – PAFAH2 enzyme inhibitors, primary screen, biochemical, fluorescence polarization, human. Platelet-activating factor acetylhydrolase 2, cytoplasmic (Homo sapiens), Q99487. recombinant PAFAH2, FP-rhodamine activity probe. inhibition, % at 3.39 µM. actives 0.99% (n = 340,000);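 active = inhibition above the mean over all tested compounds plus 3 SD, cut at about 30% in these data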;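 also: inhibitors block probe labeling of enzyme so polarization drops; 0% = enzyme with DMSO and 100% = wells lacking PAFAH2 protein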
pPAFAH FP inh – pPAFAH enzyme inhibitors, primary screen, biochemical, fluorescence polarization, human | Platelet-activating factor acetylhydrolase (Homo sapiens), Q13093 | recombinant pPAFAH, FP-rhodamine probe fluorescence polarization | inhibition, % at 3.39 µM | actives 1.5% (n = 330,000) | AID 463082, 2010;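 active = inhibition above the mean inhibition across the screen plus 3 SD, cut at about 25% in these data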;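 also: inhibitors block binding of the rhodamine activity-based probe so polarization drops; 0% = enzyme with DMSO and 100% = wells lacking pPAFAH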
PAFAH1B3 FP inh – PAFAH1B3 enzyme inhibitors, primary screen, biochemical, fluorescence polarization, human | inhibition, % at 3.39 µM | recombinant PAFAH1B3, FP-rhodamine probe | actives 0.28% (n = 340,000) | Platelet-activating factor acetylhydrolase IB subunit alpha1 (Homo sapiens), Q15102;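 active = inhibition above the screen-wide average of all tested compounds plus 3 SD, cut at about 25% in these data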;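 also: 0% = enzyme with DMSO only and 100% = wells lacking PAFAH1B3 protein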
Target sequence (Q15102 whole entry, looked up): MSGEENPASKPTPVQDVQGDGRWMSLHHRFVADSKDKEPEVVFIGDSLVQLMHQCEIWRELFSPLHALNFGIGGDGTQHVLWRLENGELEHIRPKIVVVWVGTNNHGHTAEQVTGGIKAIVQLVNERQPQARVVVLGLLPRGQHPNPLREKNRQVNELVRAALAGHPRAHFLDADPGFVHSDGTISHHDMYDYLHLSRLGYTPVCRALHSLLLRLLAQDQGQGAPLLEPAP
* marks the source's active call; other numbers are inactive results; nt = no result given. Not all compounds are listed; count on the stated rates, not on these rows.

SMILES	PAFAH1B2 FP inh	GSTO1 inh	Fam108B counter	LYPLA1 inh	PAD4 inh	PME-1 primary	PAFAH2 inh	pPAFAH FP inh	PAFAH1B3 FP inh
CC1CC(=O)Nc2ccccc2N1C(=O)CSc1ncnc2sccc12 (centres undefined)	-1	nt	nt	-2	-3	0	12	4	6
CCCCc1nnc(SCC(=O)Nc2nccs2)n1CC	3	-1	0	0	-6	0	-1	3	1
CCOC(=O)c1c(-c2ccc(OC)cc2)csc1/N=C/N(C)C	6	4	5	-3	-6	-3	4	8	7
O=C(COc1ccc2ccccc2c1Br)N1CCOCC1	1	2	2	-3	4	10	1	3	-2
Nc1sc(-c2ccccc2)c(Cc2ccccc2)c1C(=O)O	12	11	4	0	-4	0	4	3	3
Cc1cccc(C)c1OCC(=O)NCc1nnc(SCC(=O)NC2CCCCC2C)n1C (centres undefined)	5	2	2	-1	-2	0	12	8	6
O=C(NCc1ccc(Cl)cc1)c1ccc(-c2ccccc2C(F)(F)F)o1	11	-3	-8	-8	-5	-15	-6	-3	3
O=C(N/N=C/c1ccco1)c1cc(-c2ccc(Br)s2)[nH]n1	-1	-13	-11	-18	2	-56	6	-2	-4
O=S(=O)(c1ccc(SCCOc2cccc(Br)c2)nc1)N1CCCC1	5	nt	nt	-1	-2	-1	-2	5	5
CN(C)/C=C/c1onc(-c2c(Cl)cccc2Cl)c1C#N	2	3	5	0	-6	-6	-1	-7	7
Cc1ccc(C)c(NC(=O)CN(C)C(=O)c2ccc3[nH]c4c(c3c2)CC(C)CC4)c1 (centres undefined)	40*	5	0	3	-5	4	3	8	5
C[C@@]12C(=O)Nc3cc(Cl)ccc3C(=O)N1[C@H]1c3cc(Cl)ccc3OC[C@@H]1[C@@H]2c1ccccc1	-9	nt	nt	nt	0	nt	-38	-18	-16
FC(F)(F)c1nc2cc3nc4ccccc4[nH]c3cc2n1	8	9	0	2	1	7	0	31*	10
CCN(c1ccccc1)S(=O)(=O)c1ccc(Cl)c(NC(=O)CSc2nnc(C)s2)c1	4	-1	-1	-4	-3	4	3	1	-2
COc1cccc(/C=N/NC(=O)C(=O)NCc2cccnc2)c1OC	5	0	4	-2	-4	1	5	-1	3
S=c1[nH]nc(-c2cccnc2)n1/N=C/C(Cl)=C\c1ccccc1	-2	9	-4	-3	-2	-2	6	-5	4
CCOc1ccccc1CNCCOC	-2	-1	2	0	2	-2	-3	3	-2
Cc1cc(C)c(S(C)(=O)=O)c(=O)[nH]1	-1	1	7	3	-2	4	-5	0	3
Cc1cccc(OCC(=O)NCC(=O)N/N=C/c2cc(Br)ccc2OCc2ccccc2)c1	2	-1	-22	-17	-1	-35	-5	-10	9
CCOC(=O)N1CCC(NC(=O)C2=C(C)C(=O)OC23CCC(C)CC3)CC1 (centres undefined)	5	1	2	2	0	0	-3	-5	4
CCOC(=O)C1CCN(C(=O)c2ccc(OCC(=O)Nc3ccc(OCC)cc3)c(OC)c2)CC1	2	4	0	1	1	-5	6	5	-1
CCOc1ccc(S(=O)(=O)NCc2ccncc2)cc1NC(=O)c1ccccc1	3	2	-1	1	-2	4	5	-3	7
FC(F)C(F)(F)C1=CC(c2cccs2)=NCCN1	3	0	0	-2	-1	-1	-1	-1	-1
CS(=O)(=O)N(CC(=O)NCCc1ccccc1)c1cccc([N+](=O)[O-])c1	4	8	1	3	0	-4	7	-6	0
CCCCCc1c(O)nc(SCC(=O)NCC2CCCO2)[nH]c1=O (centres undefined)	7	1	-2	-1	-4	0	6	3	4

(cont.)
SMILES	PAFAH1B2 FP inh	GSTO1 inh	Fam108B counter	LYPLA1 inh	PAD4 inh	PME-1 primary	PAFAH2 inh	pPAFAH FP inh	PAFAH1B3 FP inh
CCOC(=O)c1cnc(-n2nc(C)cc2C)nc1N1CC(C)OC(C)C1 (centres undefined)	2	2	-2	-1	-2	-5	-1	-5	-2
COc1ccc(Cl)cc1N(CC(=O)NC1CC1)S(=O)(=O)c1ccc(C)c([N+](=O)[O-])c1	3	3	4	0	-1	6	1	1	1
CCCNC(=O)NC(=O)COc1ccc2oc3ccccc3c2c1	2	-1	1	-2	4	-1	-10	3	9
O=C(CN1CCCCC1)Nc1ccc(N2CCCCCC2)cc1	5	3	2	2	0	-1	3	10	2
Cc1cccc(N2CCN(C(=O)CNC(=O)c3cccc([N+](=O)[O-])c3)CC2)c1C	2	1	2	2	-4	1	11	6	-1
Cc1cc(C(=O)NC2CCCC2)c2ccccc2n1	-1	5	1	2	0	2	7	-1	7
Cc1cccc(S(=O)(=O)c2c(N)n(-c3ccccc3)c3nc4ccccc4nc23)c1	-6	-2	-10	-4	5	6	-13	-7	2
COc1cccc(C(=O)NCCS(=O)(=O)NC(C)CCc2ccccc2)c1 (centres undefined)	-2	3	-2	0	0	0	6	4	2
CCOc1ccc(N2CSC(=S)N(c3ccc(OCC)cc3)C2)cc1	8	15	-3	0	-1	7	7	2	4
Cc1cccc2c1NC(=O)C21OCC(CO)([N+](=O)[O-])CO1 (centres undefined)	-2	-4	2	1	1	-4	-4	6	6
CC(=NNC(=O)CCC(=O)Nc1ccccc1Cl)c1ccco1	2	nt	nt	nt	-2	nt	7	3	6
Cc1ccc(S(=O)(=O)N2CCCC2C(=O)OCc2nc3sc(C)c(C)c3c(=O)[nH]2)cc1 (centres undefined)	3	-4	2	-4	3	20	6	-1	2
Nc1nc2ccccc2n1/N=C/c1ccc([N+](=O)[O-])s1	2	15	9	3	-24	1	-7	7	4
CC[C@@]1(C(=O)OC)N[C@H](CN(C)C(=O)Nc2ccc(C(F)(F)F)cc2)[C@@H]2C(=O)N(C)C(=O)[C@@H]21	-1	nt	nt	nt	3	nt	2	-1	2
Cc1ccc2oc(-c3ccco3)cc(=O)c2c1	-2	-7	3	0	-3	0	8	3	4
Cc1ccccc1C(OCC(O)CN1CCN(CCO)CC1)c1ccccc1 (centres undefined)	4	5	1	1	-5	1	2	7	1
Oc1ccccc1C1OCC2(CO1)COC(c1ccccc1O)OC2 (centres undefined)	-1	5	2	-5	4	3	-9	-4	3
COc1ccc(CCC(=O)NCc2ccc3c(c2)OCO3)cc1	9	3	0	1	-3	-6	6	-1	1
Cc1ccc(NS(=O)(=O)c2ccc(F)cc2)nc1	5	-3	-1	0	-4	4	-5	1	13
Cc1c(-c2ccc(Br)cc2)nc2ccccn12	1	1	5	-2	-1	0	-6	7	4
COc1cc(-c2noc(-c3ccco3)n2)cc(OC)c1OC	4	-6	-5	1	-4	-4	-6	-2	4
CC(OC(=O)C1CC1C)C(=O)Nc1ncc(Cl)cc1Cl (centres undefined)	1	-3	-1	4	-2	0	-2	2	7
COc1cc(/C=C2/CCc3ccccc3C2=O)cc(OC)c1OC	3	-3	-3	5	0	9	-8	9	6
CCOC(=O)c1sc2nc(NC(=O)COc3ccccc3)sc2c1C	7	-2	-4	-3	-4	-19	-2	-4	-7
Cc1ccc(C(=O)COC(=O)C2CC(=O)N(c3nc(-c4ccccc4)cs3)C2)cc1 (centres undefined)	3	4	-11	-9	1	-11	1	5	-7

The listing continues.
SMILES	PAFAH1B2 FP inh	GSTO1 inh	Fam108B counter	LYPLA1 inh	PAD4 inh	PME-1 primary	PAFAH2 inh	pPAFAH FP inh	PAFAH1B3 FP inh
O=C1NCCCC1C(=O)N1CCN(C(=O)c2ccco2)CC1 (centres undefined)	1	3	1	1	0	-5	3	-3	9
O=C(NNC(=O)c1cccc2ccccc12)c1ccccc1O	3	5	4	0	2	4	18	9	9
Cc1ccccc1NCC(=O)N/N=C/c1c(C)c(C(=O)c2ccc(Cl)cc2)n2ccccc12	-2	2	5	-7	-3	11	-2	6	-4
COc1ccc(C(=O)N2CCN(C(=O)CC(C)C)CC2)cc1OC	0	1	-5	-1	-1	-1	4	-3	8
CCOCCCNC(=S)NNC(=O)CCn1nc(C)c(Br)c1C	3	-1	10	0	-6	1	-1	-6	7
CCCCOc1ccc(C(=O)N(CC)CC(=O)NCc2cccs2)cc1	0	-1	-6	4	0	-12	-7	-6	1
CCOc1ccccc1NC(=O)C1CC(=O)n2ncnc2N1 (centres undefined)	1	2	2	2	-2	3	-2	1	6
Cn1c(CCN2CCCCC2)nc2cc(NC(=O)C3CCCCC3)ccc21	-7	1	9	5	-3	1	5	5	3
O=C(C[n+]1cccc2ccccc21)c1ccc(Br)cc1	5	4	-1	-3	-4	-2	-1	5	5
CN(C)/C=C1\C(=O)N(c2ccc(Oc3ccccc3)cc2)CS1=O (centres undefined)	3	-1	5	-5	2	-9	4	3	5
COc1ccc(Br)cc1S(=O)(=O)Nc1cccc(C)n1	3	10	-5	4	0	3	0	4	-3
Cc1ccc(-c2cc(C(=O)Nc3ccc(S(=O)(=O)Nc4onc(C)c4C)cc3)[nH]n2)c(O)c1	10	1	0	-3	4	4	-1	1	8
O=C(Cn1cnc([N+](=O)[O-])n1)N/N=C/c1ccc(O)cc1O	6	1	-2	-2	1	3	7	-2	-3
COc1ccccc1CNS(=O)(=O)c1ccc2c(c1)N(C(C)=O)CC(C)S2 (centres undefined)	1	5	-1	1	2	7	8	5	4
Cc1ccc(N2CCN(C(=O)C3CCCN(c4ncnc5c4nc4n5CCCCC4)C3)CC2)c(C)c1 (centres undefined)	-3	-1	3	-4	4	-1	3	3	7
O=C(C1CCCN1C(=O)c1cccs1)N1CCN(Cc2ccc3c(c2)OCO3)CC1 (centres undefined)	4	-3	0	0	1	1	3	1	7
O=C(Cn1c(-c2cscn2)nc2ccccc21)Nc1ccc2ccccc2c1	3	-2	-6	-11	-7	-13	2	-10	1
Cc1ccsc1CN(C)C(=O)CN1C(=O)NC(c2ccccc2)(c2ccccc2)C1=O	5	nt	nt	1	-2	2	2	3	3
CC1CCCN(S(=O)(=O)c2ccc(C(=O)Nc3nnc(-c4ccncc4)o3)cc2)C1 (centres undefined)	3	4	0	-3	-8	3	-4	0	3
O=C(c1ccc(OC2CCN(Cc3cccc(OCCO)c3)CC2)cc1)N1CCCC1	0	-2	-4	1	-8	-1	7	-5	4
O=C(N/N=C/c1ccc([N+](=O)[O-])cc1)c1cccc(N2CCCC2=O)c1	4	-7	-2	5	0	2	4	1	8
COc1ccc(N(CC(=O)N2CCN(Cc3ccccc3)CC2)S(C)(=O)=O)cc1Cl	-6	5	5	-3	2	0	1	3	9
CCN(CC)C(=O)OCc1c(-c2ccccc2)ncc2ccccc12	6	nt	nt	-1	2	4	5	3	8
COc1ccccc1-n1nnnc1S(=O)(=O)Cc1ccc(Cl)cc1	-1	-9	9	3	2	-2	0	2	-2
CC(C)CC(NC(=O)c1ccco1)C(=O)Nc1ccc2c(c1)OCCO2 (centres undefined)	-1	-1	-2	3	-1	-1	-3	5	6
